Mcl-1 Bim block: inhibitors of Bim-Mcl-1 interaction, human; AID 1009; Q07820; Bead-based flow cytometry, Bim peptide-Mcl-1 binding; inhibition, % at 10 µM; actives 0.1% (n = 190,000);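 further: 0% = no compound tracer wells and 100% = peptide blocker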
ABCB1 block: inhibitors of human ABCB1 transporter, ABCG2 counter-screen. P08183. CCRF-Adr cells, JC-1 efflux, flow cytometry. inhibition, % at 6.6 µM. AID 1326. actives 0.067% (n = 190,000); in the data active means inhibition above about 40%;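 further: 0% = vehicle and 100% = reference inhibitor; higher value means more JC-1 retained so stronger ABCB1 efflux block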
Target sequence (P08183 whole entry, looked up): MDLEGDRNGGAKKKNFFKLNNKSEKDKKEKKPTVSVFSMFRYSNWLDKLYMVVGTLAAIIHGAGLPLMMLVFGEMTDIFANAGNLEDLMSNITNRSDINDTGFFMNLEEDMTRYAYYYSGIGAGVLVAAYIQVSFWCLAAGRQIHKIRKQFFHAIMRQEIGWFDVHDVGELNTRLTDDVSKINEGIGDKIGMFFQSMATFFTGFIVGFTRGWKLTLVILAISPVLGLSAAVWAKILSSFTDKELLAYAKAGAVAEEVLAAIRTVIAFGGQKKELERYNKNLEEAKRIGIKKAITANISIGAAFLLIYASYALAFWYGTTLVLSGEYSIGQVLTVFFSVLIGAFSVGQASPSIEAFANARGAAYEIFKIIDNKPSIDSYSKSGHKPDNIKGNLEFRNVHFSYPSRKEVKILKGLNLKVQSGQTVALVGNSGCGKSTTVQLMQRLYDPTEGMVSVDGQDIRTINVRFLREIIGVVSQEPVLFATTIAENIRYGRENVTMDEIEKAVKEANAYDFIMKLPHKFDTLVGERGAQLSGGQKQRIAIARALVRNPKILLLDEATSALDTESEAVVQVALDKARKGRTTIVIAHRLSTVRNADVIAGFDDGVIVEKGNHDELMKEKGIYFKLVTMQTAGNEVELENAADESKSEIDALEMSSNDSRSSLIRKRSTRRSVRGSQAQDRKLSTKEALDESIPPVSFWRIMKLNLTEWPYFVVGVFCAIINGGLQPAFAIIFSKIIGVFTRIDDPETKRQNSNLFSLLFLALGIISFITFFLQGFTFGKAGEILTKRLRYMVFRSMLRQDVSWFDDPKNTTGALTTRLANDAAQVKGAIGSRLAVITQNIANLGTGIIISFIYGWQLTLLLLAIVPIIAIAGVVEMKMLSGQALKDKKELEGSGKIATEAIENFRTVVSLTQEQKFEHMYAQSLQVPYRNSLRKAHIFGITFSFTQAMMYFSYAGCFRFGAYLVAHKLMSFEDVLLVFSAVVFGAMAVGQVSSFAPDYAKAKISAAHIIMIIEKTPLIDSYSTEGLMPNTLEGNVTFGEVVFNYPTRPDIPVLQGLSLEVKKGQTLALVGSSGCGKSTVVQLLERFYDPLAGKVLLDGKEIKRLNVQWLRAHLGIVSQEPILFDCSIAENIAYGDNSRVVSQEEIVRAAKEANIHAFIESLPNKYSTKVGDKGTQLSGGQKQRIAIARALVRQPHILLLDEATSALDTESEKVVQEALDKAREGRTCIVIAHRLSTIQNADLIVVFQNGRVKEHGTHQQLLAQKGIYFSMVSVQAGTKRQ
Bim-Bfl-1: inhibitors of Bim-Bfl-1 interaction, human; actives 0.12% (n = 190,000); Bead-based flow cytometry, Bim-Bfl-1 binding inhibition; AID 1008; Q16548; inhibition, % at 10 µM;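 further: 0% = wells without compound plus tracer and 100% = blocker peptide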
Bim-Bcl-W: inhibitors of Bim-Bcl-W interaction, human; Q92843; bead-based flow cytometry, Bim peptide-Bcl-W binding; inhibition, % at 10 µM; actives 0.02% (n = 190,000);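 further: 0% = bound tracer without compound and 100% = peptide blocker; higher means less fluorescent Bim peptide bound to Bcl-W beads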
ABCG2 block: human ABCG2 inhibition, ABCB1 as counter-screen. inhibition, % at 6.6 µM. AID 1325. IgMXP3 cells, JC-1 efflux, flow cytometry. actives 0.1% (n = 190,000). Q9UNQ0;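 active means inhibition above 80%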;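 further: 0% = DMSO and 100% = nicardipine control wells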
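Assay system – ABCG2 IgMXP3 and barcoded ABCB1 CCRF-Adr cell mix · Input – 3 million cells/mL in well · Reagent – JC-1 fluorescent substrate · Compound – single test compound dose, 6.6 µM final · Timing – 10 min exposure at 25 °C with rotation, no wash · Detection – flow cytometry of retained JC-1 fluorescence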
RGS4-Gao reg: modulates binding of RGS4 to human Galphao; P09471; binding response (% of control), % at 10 µM; Multiplexed bead flow cytometry; actives lie on both sides; actives 0.33% (n = 220,000); in the data active means binding response below about 49% or above about 150%; inactive means in between;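 further: fluorescent Galphao activated with aluminum fluoride binding bead-coupled RGS4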
Bcl-B Bim block: disrupts Bim peptide binding to human Bcl-B; Q9HD36; bead-based flow cytometry; inhibition, % at 10 µM; actives 0.073% (n = 190,000); AID 951;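 further: 0% = tracer peptide without compound and 100% = reference inhibitor peptide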
Bim-Bcl-XL: disrupts Bim peptide binding to human Bcl-XL | Q07817 | bead flow cytometry, fluorescence | inhibition, % at 10 µM | actives 0.04% (n = 190,000) | AID 1007
Bcl-2 Bim block: human Bim-Bcl-2 interaction inhibition | P10415 | Bead-based flow cytometry, Bim peptide-Bcl-2 binding | inhibition, % at 10 µM | actives 0.06% (n = 190,000); in the data active means inhibition above about 40%; inconclusive means no clear call, values can overlap the other calls;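 further: 0% = no compound wells with probe peptide and 100% = reference peptide inhibitor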
RGS7-Gao: modulates binding of RGS7 to human Galphao | binding response (% of control), % at 10 µM | Multiplexed bead flow cytometry; actives lie on both sides | actives 0.35% (n = 220,000) | AID 1439 | P09471; in the data active means binding response below about 49% or above about 150%; inconclusive means no clear call, values can overlap the other calls; inactive means in between;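 further: fluorescent Galphao held in activated GDP-AlF4 state binding bead-coupled RGS7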
RGS8-Gao reg: human RGS8-Galphao interaction regulation; P09471; multiplexed bead flow cytometry, RGS8-Galphao binding; actives lie on both sides; response (percent of control binding), % at 10 µM; actives 0.34% (n = 220,000); in the data active means response below about 60% or above about 140%; inactive means in between;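 further: Galphao activated as the GDP aluminium fluoride complex binding bead-coupled RGS8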
* marks the source's active call; other numbers are inactive results; ? = inconclusive; nt = no result given. Unless noted, no stated cut-off is given here; in the data, active means inhibition above about 40%.

SMILES	Mcl-1 Bim block	ABCB1 block	Bim-Bfl-1	Bim-Bcl-W	ABCG2 block	RGS4-Gao reg	Bcl-B Bim block	Bim-Bcl-XL	Bcl-2 Bim block	RGS7-Gao	RGS8-Gao reg
Cc1ccc2[nH]c3c(=O)n(CCC4=CCCCC4)cnc3c2c1	0	0.0	-1	-3	0	101	0	0	0	100	101
Cc1ccc(N(CC(O)CN2CCCCC2)S(=O)(=O)c2ccccc2[N+](=O)[O-])cc1 (stereo not drawn)	-2	1.7	-13	-2	2	102	-3	-9	-6	103	104
CCCCCC(=O)NNC(=O)c1ccc(-c2ccccc2)cc1	0	0.4	-9	0	1	102	-5	-14	-7	103	102
Cc1ccccc1NC(=O)c1ccccc1NC(=O)c1ccco1	0	0.1	-13	2	19	103	-7	-3	-6	97	100
COc1ccc(CNC(=O)c2ccc3c(=O)n(CCCN4CCCC4=O)c(=S)[nH]c3c2)cc1	-2	0.8	-5	-4	-2	99	-9	-3	-2	96	99
COc1ccc(-c2nc(NC(=O)c3[nH]c(C)c(C(C)=O)c3C)sc2C)cc1	1	0.7	-2	0	-1	100	0	-1	-2	101	99
CC1CCCCN1C/C=C/c1ccccc1[N+](=O)[O-] (stereo not drawn)	-2	9.8	-18	-1	4	103	-10	-7	-8	104	104
CC(C)CN1CCNC(=O)C1CC(=O)NCCc1cnn(-c2ccccc2)c1 (stereo not drawn)	-3	0.8	-7	-4	2	99	-2	-1	-4	98	101
O=C(NCC(=O)N(c1ccc2c(c1)OCO2)C(C(=O)NC1CCCC1)c1ccncc1)c1ccco1 (stereo not drawn)	2	0.4	0	-3	1	84	0	-3	0	91	91
COc1ccc(NC(=S)N2CCC(c3nc4ccccc4[nH]3)CC2)c(OC)c1	-1	-0.1	2	0	2	107	1	-2	0	101	97
CCc1nc2ccccc2c(C(=O)O)c1C	-6	1.5	4	3	5	99	3	-6	-2	100	102
O=C(O)CCc1nc2cc(Cl)ccc2n(Cc2ccccc2)c1=O	0	-0.4	-9	-3	0	101	-6	0	-4	98	101
C=CC[N+]1(CC#Cc2ccccc2)CCCC1	0	0.8	-7	2	4	101	-3	0	1	97	100
CCOc1ccc(-c2nc(-c3ccc(OC)c(OC)c3)no2)cc1OCC	0	0.4	-14	0	7	107	-4	-2	-4	107	101
NN/C(=C\[N+](=O)[O-])Nc1ccccc1	-1	0.2	-1	0	2	101	-1	-1	0	104	101
O=C(Nc1cccc2ccccc12)c1ccc(OC(=S)N2CCOCC2)cc1	9	0.7	20	4	13	101	10	10	12	100	101
CC1=NN(C(=O)CCc2ccc3c(c2)OCO3)C(O)(C(F)(F)F)C1 (stereo not drawn)	-1	0.1	-3	0	4	99	-2	0	0	100	100
Cc1ccsc1C(=O)OCC(=O)c1cc(C)n(CC2CCCO2)c1C (stereo not drawn)	0	1.3	0	0	3	99	0	-1	0	97	99
CCCCCCCCCOC(=O)C[n+]1csc(CCO)c1C	-3	0.3	-12	-6	2	104	-10	-11	-8	101	98
COc1ccc(-c2ccc(CCC(=O)O)n2NC(=O)c2ccc(O)cc2)cc1	4	2.2	-4	1	11	98	-1	-2	0	97	103
O=C(CCSc1nc(-c2ccco2)cc(C(F)(F)F)n1)N1CCN(c2ccccn2)CC1	-7	1.3	-11	-6	21	104	-18	-6	-9	105	103
Cc1ccc(Cn2ccc(NC(=O)c3nn(C)cc3[N+](=O)[O-])n2)cc1	-8	1.8	-4	-5	24	101	-4	-9	-5	99	105
COC(=O)c1cccc(COC(=O)c2ccc(CS(=O)(=O)c3ccc(C)cc3)cc2)c1	9	0.5	2	20	4	99	28	3	15	97	100
CCCCCC(=O)N1CCN(c2ccc(C(C)=O)cc2F)CC1	0	0.9	-8	3	9	100	-5	-1	-4	102	102
COC(=O)c1ccccc1NC(=O)CN1CCOCC1	-1	0.1	0	1	2	103	2	1	1	102	105
O=C(CCl)Nc1cc(S(=O)(=O)N2CCCCCC2)ccc1Cl	-1	0.8	-17	-3	16	89	-6	-6	-4	94	98
O=C1CCCC(O)=C1C=Nc1ccc(O)cc1	2	0.1	2	-1	23	100	3	4	10	99	97
O=C(NCc1ccc(F)cc1)C1CCN(S(=O)(=O)N2CCC3(CC2)OCCO3)CC1	-2	1.0	-18	-2	13	104	-8	-4	-7	102	102
COC(=O)c1cn(C)c2ccc(S(=O)(=O)N3CC(C)CC(C)C3)cc2c1=O (stereo not drawn)	-1	0.5	-4	-1	0	99	-2	0	-5	105	101
CC(C)NC(=O)COc1cccc2ccccc12	0	0.9	-6	0	8	98	-1	0	0	?	101
COc1ccccc1NS(=O)(=O)c1ccc(NN=C2CCCC2)c([N+](=O)[O-])c1	-2	0.4	0	-4	2	101	-2	-5	-5	101	102
COc1ccc(/C=C/C(=O)OCc2cccc([N+](=O)[O-])c2)cc1	0	0.4	-3	-4	1	102	-1	-7	-2	99	91
CC(=O)NC(NC(C)=O)c1cccc(OCc2ccccc2)c1	0	0.1	0	3	0	95	-1	0	1	100	97
O=C(Cn1nc(-c2ccc3c(c2)OCCO3)ccc1=O)Nc1cccc(NC(=O)c2ccccn2)c1	-2	-0.4	-5	-4	0	87	-5	0	0	87	89
O=C1COc2ccc(C(=O)COC(=O)c3cccnc3Cl)cc2N1	0	0.3	0	-1	5	103	1	-3	-1	101	102
Cc1ccc2c(n1)CC(C)(C)CC2=O	2	1.1	0	0	4	103	1	0	0	102	103
Cc1cc(C)cc(C(=O)NCCCc2ccccc2)c1	2	0.6	-3	-1	2	101	-2	-2	-1	104	102
O=C(c1ccc(F)cc1)C1CCN(CCn2c(=S)[nH]c3ccccc3c2=O)CC1	-1	nt	3	-1	6	101	-2	-2	0	102	102
CCC(CC)=NNc1cccc([N+](=O)[O-])c1	-2	0.9	-2	-3	16	99	-5	-7	-8	98	100
CCCc1cc(=O)[nH]c(SCC(=O)C(C)(C)C)n1	0	0.3	-9	-2	1	99	-7	-7	-6	106	100
O=C(Nc1ccc2oc(=O)ccc2c1)c1ccccc1[N+](=O)[O-]	0	-0.2	-1	-3	0	103	-1	-3	0	102	101
NC(=O)NC(=O)Nc1ccccc1Cl	-6	-2.1	-11	-4	-1	96	-10	-26	-6	100	100
CCOCCCNCc1ccc(OCc2ccccc2Cl)cc1	-3	nt	0	-2	0	102	-1	-1	0	109	108
Cc1sc(N2C(=O)C3C4C=CC(C4)C3C2=O)c(C#N)c1C (stereo not drawn)	-4	0.6	-2	-3	5	101	-2	-2	0	100	99
Cc1ccc(-n2cc(CNC(C)c3cnn(C)c3)c(-c3ccc(F)cc3)n2)cc1 (stereo not drawn)	0	1.7	-7	-3	3	101	-4	-5	-5	99	103
COc1ccc(-c2csc(NC(=O)COC(=O)Cc3ccc(Cl)cc3Cl)n2)cc1	-6	-0.4	0	-5	-2	102	-2	-3	-5	102	101
Cc1cc(NC(=O)Cn2c(=O)n(Cc3ccccc3)c(=O)c3ccccc32)no1	-1	1.3	-10	1	2	103	-10	-4	-9	100	104
Cc1ccc(-n2c(Cn3ncc4ccccc4c3=O)n[nH]c2=S)cc1	0	-2.0	4	-1	-8	101	1	1	3	96	98
CCOCCCNC(=O)C(=O)NCCCOCC	-5	0.2	-16	-8	1	107	-13	-11	-10	105	105
CCOC(=O)CNC(=O)c1sc(NC(=O)c2cccc(F)c2)nc1C	-2	0.1	-2	-1	1	104	-5	-3	-6	103	104

4 entries already listed, arranged by formula weight, lowest first.
SMILES	Mcl-1 Bim block	ABCB1 block	Bim-Bfl-1	Bim-Bcl-W	ABCG2 block	RGS4-Gao reg	Bcl-B Bim block	Bim-Bcl-XL	Bcl-2 Bim block	RGS7-Gao	RGS8-Gao reg
NC(=O)NC(=O)Nc1ccccc1Cl	-6	-2.1	-11	-4	-1	96	-10	-26	-6	100	100
CCOCCCNC(=O)C(=O)NCCCOCC	-5	0.2	-16	-8	1	107	-13	-11	-10	105	105
Cc1sc(N2C(=O)C3C4C=CC(C4)C3C2=O)c(C#N)c1C (stereo not drawn)	-4	0.6	-2	-3	5	101	-2	-2	0	100	99
Cc1cc(NC(=O)Cn2c(=O)n(Cc3ccccc3)c(=O)c3ccccc32)no1	-1	1.3	-10	1	2	103	-10	-4	-9	100	104

Next section:
SMILES	Mcl-1 Bim block	ABCB1 block	Bim-Bfl-1	Bim-Bcl-W	ABCG2 block	RGS4-Gao reg	Bcl-B Bim block	Bim-Bcl-XL	Bcl-2 Bim block	RGS7-Gao	RGS8-Gao reg
O=C(CN1CCOCC1)Nc1ncc(Cc2cccc(Cl)c2Cl)s1	-5	1.2	-4	-5	7	99	-9	-8	-8	98	100
CN(c1ccc(C(=O)NCC2CCCO2)cc1)S(=O)(=O)c1ccccc1 (stereo not drawn)	-4	0.6	0	1	9	101	-4	-3	-1	102	100
O=C(Cc1cccs1)N1CCN(S(=O)(=O)c2ccccc2)CC1	-2	-0.3	-8	-4	18	101	-8	-5	-5	105	100
CCOC(=O)c1ccc(Nc2nnc(C(C)(C)C)c(=O)[nH]2)cc1	1	-0.3	8	3	0	92	11	4	3	96	99
Cn1nnnc1NCc1c(F)cccc1Cl	-8	-0.4	-5	-3	-1	97	-4	-10	-2	98	97
COCCn1c(C(=O)N2CCCC2)cc2c1C[C@H]1CN(C(=O)c3ccccc3)[C@@](Cc3ccc(F)cc3)(C(=O)OC)[C@@H]21	-2	5.3	0	0	3	99	-2	0	-1	98	99
O=[N+]([O-])c1cccc(/C=N/Nc2nc(NCc3ccccc3)nc(N3CCOCC3)n2)c1O	-1	-0.7	-8	-2	-1	98	-4	0	-4	98	100
COc1ccc(S(=O)(=O)N(C)c2ccc(C(=O)NC3CCCC3)cc2)cc1	1	-0.1	-3	-1	6	100	0	0	0	103	99
Nc1cc(=O)[nH]c(SCC(=O)Nc2cc([N+](=O)[O-])ccc2Cl)n1	-9	1.4	-7	-6	5	100	-16	-11	-6	?	99
Cc1csc(Sc2ccc(C(=O)OCC(=O)Nc3ccc(F)cc3[N+](=O)[O-])cc2[N+](=O)[O-])n1	-3	1.2	-14	-8	6	103	-11	-15	-7	99	102
COc1ccc(S(=O)(=O)N2CCN(S(=O)(=O)c3ccc4c(c3)OCCO4)CC2)cc1C	-1	0.8	-1	0	1	98	0	0	0	96	101
COc1ccc(NC(=O)Nc2cccc(C(F)(F)F)c2)cn1	0	0.0	-7	-1	5	102	-1	-2	-8	?	101
Fc1ccc(C2CC(c3ccco3)=NN2c2ccccc2)cc1 (stereo not drawn)	1	0.0	0	0	1	95	0	0	-2	96	97
CCNc1oc(COc2cccc(C)c2)nc1C#N	-3	-0.1	-10	-5	0	102	-9	-11	-11	109	102
Cc1cc(NC(=O)c2ccccc2[N+](=O)[O-])ccc1Br	-1	1.1	7	-2	13	101	2	2	1	100	102
O=[N+]([O-])c1ccc(OCC(O)CN(CCO)CCO)cc1 (stereo not drawn)	1	0.5	1	0	9	102	-2	-2	0	96	100
CCOc1ccc(C(=O)NC2CCN(S(C)(=O)=O)CC2)cc1	1	0.0	-11	-2	1	87	-4	-8	-8	86	97
COc1cc(C(=O)Nc2sc3c(c2C(=O)NCc2ccco2)CCCC3)cc(OC)c1OC	-2	11	-8	6	34	105	-8	3	-9	103	102
CCOC(=O)c1c(NC(=O)CSc2nc3cc(Cl)ccc3s2)sc(C(C)=O)c1C	0	-0.2	-11	-4	-2	100	-7	-1	-5	99	110
CCN1C(=O)N/C(=C/c2ccc(C)o2)C1=O	-5	0.1	10	-1	2	97	-4	-4	1	100	95
